TPT1 inh – Candida albicans TPT1 enzyme inhibitors, primary screen, biochemical, fluorescence polarization; tRNA 2'-phosphotransferase TPT1 (Candida albicans SC5314); recombinant caTPT1, FP RNA substrate dephosphorylation; inhibition, % at 5 µM; 0.81% of 300,000 active; AID 1962, 2009;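 active = inhibition above the mean of all tested compounds plus 3 SD, set per screening campaign, cut at about 24% in these data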;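 also: plate controls were DMSO alone for no effect and ferristatin control at 100 nM for full effect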
core dimer inh – inhibitors of HCV core protein dimerization, primary screen, biochemical, TR-FRET, high-throughput | TR-FRET GST/Flag-core106 dimerization, 1536-well | AID 1899, 2009 | inhibition, % at 5 µM | 0.33% of 300,000 active;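 active = inhibition above the mean of all tested compounds plus 3 SD, set per screening campaign, cut at about 45% in these data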
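System: GST-tagged and Flag-tagged HCV core protein residues 1-106 / Input: core106 proteins, GST 13.5 nM and Flag 17 nM / Buffer or medium: KF-containing HEPES buffer, pH 7.45, DTT, CHAPS, BSA / Probe or stimulus: Eu-anti-GST and XL665-anti-Flag labelled anti-tag antibodies / Schedule: 4 h, 22.5 °C incubation / Technique: TR-FRET 671 and 617 nm emission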
GASC-1 inh – inhibitors of GASC-1 histone demethylase, primary screen, biochemical, fluorescence, DELFIA europium; 0.069% of 330,000 active; AID 2099, 2009; Lysine-specific demethylase 4C (Homo sapiens), Q9H3R0; GST-JMJD2C(1-420) H3K9me3 demethylation; inhibition, % at 2.35 µM;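 active = more than half of a compound's replicate wells show inhibition beyond 50%, single wells judged on their own value; inconclusive = some, but no more than half, of replicates pass 50% inhibition; inactive = no replicate passes 50% inhibition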;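 also: signal counts dimethyl H3K9 product captured on neutravidin plate; 0% = median of DMSO wells and 100% = 0.3 times that DMSO median; strong numbers were not always called active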
Target sequence (Q9H3R0 1-420 limits assumed): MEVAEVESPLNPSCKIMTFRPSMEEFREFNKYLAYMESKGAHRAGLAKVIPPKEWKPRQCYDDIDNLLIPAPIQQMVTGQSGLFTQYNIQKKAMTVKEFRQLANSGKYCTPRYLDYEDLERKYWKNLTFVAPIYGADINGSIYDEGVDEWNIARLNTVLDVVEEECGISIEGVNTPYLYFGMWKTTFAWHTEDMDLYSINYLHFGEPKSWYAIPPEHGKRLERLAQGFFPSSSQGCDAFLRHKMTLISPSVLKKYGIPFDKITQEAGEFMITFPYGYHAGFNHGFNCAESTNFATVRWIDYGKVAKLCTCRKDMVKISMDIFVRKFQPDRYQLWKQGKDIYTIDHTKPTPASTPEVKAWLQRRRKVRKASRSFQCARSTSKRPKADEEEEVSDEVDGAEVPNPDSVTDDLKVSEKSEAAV
Fh CTSL1 inh – Fasciola hepatica cathepsin L1 inhibitors, primary screen, counter-screen for PFM18AAP inhibitor project, biochemical, QFRET, fluorogenic peptide substrate; inhibition, % at 5.96 µM; 0.49% of 300,000 active; recombinant F. hepatica cathepsin L1, Z-Leu-Arg-MCA fluorescence;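 active = inhibition above the mean of all tested compounds plus 3 SD, set per screening campaign, cut at about 17% in these data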;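 also: 0% = plate median of test compound wells and 100% = 1 µM Z-Phe-Ala-diazomethylketone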
Efflux pump mplx – inhibitors of Candida efflux pumps in yeast, primary screen, S. cerevisiae, Nile Red, multiplex | S. cerevisiae Candida pump triplex | 0.44% of 330,000 active | inhibition, % at 10 µM;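 active = plate passing quality check with inhibition over a set limit, or well fluorescence over plate mean plus 4 SD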;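 also: Nile Red retained in pooled yeast measured as flow cytometry median fluorescence; 0% = buffer negative control and 100% = Enniatin B positive control; higher means more Nile Red kept so more efflux inhibition; some compounds called inactive have numbers as strong as hits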
PP1 counter – PP1-alpha phosphatase inhibitors, primary screen, counter-screen for PP5 inhibitor project, biochemical, fluorescence, OMFP substrate, single point; 0.9% of 320,000 active; AID 2235, 2010; purified PP1alpha; inhibition, % at 6.7 µM; Serine/threonine-protein phosphatase PP1-alpha catalytic subunit (Homo sapiens), P62136;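 active = inhibition above the mean inhibition of all tested compounds plus 3 SD, computed separately for each screening campaign, cut at about 15% in these data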
Target sequence (P62136 whole entry, looked up): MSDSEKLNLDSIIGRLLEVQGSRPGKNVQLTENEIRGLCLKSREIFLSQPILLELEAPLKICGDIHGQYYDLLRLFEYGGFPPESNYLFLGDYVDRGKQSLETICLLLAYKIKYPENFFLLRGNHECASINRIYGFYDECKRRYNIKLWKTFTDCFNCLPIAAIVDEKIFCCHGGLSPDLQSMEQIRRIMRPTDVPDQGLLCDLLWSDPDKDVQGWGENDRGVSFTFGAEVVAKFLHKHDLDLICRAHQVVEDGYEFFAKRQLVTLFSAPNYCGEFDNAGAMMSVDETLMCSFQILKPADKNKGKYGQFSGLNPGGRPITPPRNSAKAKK
proCasp7 act – procaspase-7 activators, primary screen, counter-screen for procaspase-3 activator project, biochemical, absorbance, HTS, human; Caspase-7 (Homo sapiens), P55210; recombinant procaspase-7, Ac-DEVD-pNA absorbance 405 nm; D23A/D198A/D206A triple mutant, cannot self-cleave; scale: DMSO 0, 5 µM enzyme 100; activation, % at 8.5 µM; 0.093% of 330,000 active; AID 463210, 2010;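 active = percent activation above the screen-wide mean plus 3 SD, cut at about 25% in these data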
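Assay system – Uncleavable procaspase-7 mutant enzyme · Quantity – 2 µM procaspase-7 mutant as dispensed · Times – 1 h preincubation, 2 h reaction · Dosing – single nominal 8.5 µM compound dose, 0.8% DMSO final · Buffer or medium – Zinc-free 50 mM HEPES buffer, pH 7.4, with NaCl and Triton X-100 · Detection – Epi-absorbance of released pNA at 405 nm, two timepoints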
procasp3 activ – activators of human procaspase-3 D3A mutant, primary screen, biochemical, absorbance, PC-3 D3A mutant, single concentration; recombinant procaspase-3 D3A, Ac-DEVD-pNA absorbance 405 nm; 0.11% of 330,000 active; activation, % at 8.5 µM;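 active = activation above the mean of all tested compounds plus 3 SD, cut at about 21% in these data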;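 also: 0% = DMSO alone and 100% = DMSO wells spiked with extra 5 µM PC-3 D3A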
Target sequence (P42574 whole entry D9A/D28A/D175A): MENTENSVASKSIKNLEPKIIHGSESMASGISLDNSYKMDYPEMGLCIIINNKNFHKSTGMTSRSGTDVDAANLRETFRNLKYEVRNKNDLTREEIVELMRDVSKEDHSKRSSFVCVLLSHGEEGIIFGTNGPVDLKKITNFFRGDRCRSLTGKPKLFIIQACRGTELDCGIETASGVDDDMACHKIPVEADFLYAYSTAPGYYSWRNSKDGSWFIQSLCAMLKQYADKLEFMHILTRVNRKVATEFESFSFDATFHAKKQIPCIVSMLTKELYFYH
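Test system: Procaspase-3 D3A mutant; medium: Zinc-free HEPES/NaCl buffer with 0.01% Triton X-100 at pH 7.4; reagent: DEVD-pNA substrate; doses: one concentration, 8.5 µM nominal, 0.8% DMSO; times: 1 h preincubation plus 2 h reaction at 25 °C; signal: Epi-absorbance at 405 nm of released p-nitroaniline, 0 and 120 min; replicates: singlicate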
PP5 inh – PP5 phosphatase inhibitors, primary screen, biochemical, fluorescence; Serine/threonine-protein phosphatase 5 (Homo sapiens), P53041; purified PP5c, OMFP substrate fluorescence; inhibition, % at 6.7 µM; 0.18% of 320,000 active;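 active = inhibition above the campaign's mean inhibition across all tested compounds plus 3 SD, cut at about 9.5% in these data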;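 also: 0% = DMSO only and 100% = 100 µM cantharidin control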
* marks the source's active call; other numbers are inactive results.

Results for CC(C)c1ccc(/C=N/n2nnnc2Nc2ccccc2)cc1 ?
TPT1 inh: -71.4; core dimer inh: 11.6; GASC-1 inh: 6.3; Fh CTSL1 inh: -1.2; Efflux pump mplx: 0.0; PP1 counter: -3.1; proCasp7 act: 4.1; procasp3 activ: 3.4; PP5 inh: -1.3

What do the screens show for `COc1ccc(NS(=O)(=O)c2c(C)cc(C)cc2C)cc1`?
TPT1 inh: -0.8; core dimer inh: 1.8; GASC-1 inh: -18.7; Fh CTSL1 inh: 1.5; Efflux pump mplx: 0.1; PP1 counter: 10.4; proCasp7 act: 5.5; procasp3 activ: 4.1; PP5 inh: 5.4

How did CO/N=C/c1ccc(N2CCOCC2)c([N+](=O)[O-])c1 do in these assays?
TPT1 inh: 0.4; core dimer inh: -3.9; GASC-1 inh: 13.8; Fh CTSL1 inh: -1.8; Efflux pump mplx: 0.0; PP1 counter: 0.4; proCasp7 act: 0.7; procasp3 activ: -5.0; PP5 inh: -0.3

Results for O=C(O)COc1ccc(/C=C/C(=O)c2ccc(C3CCCCC3)cc2)cc1 ?
TPT1 inh: 2.5; core dimer inh: 23.1; GASC-1 inh: -3.7; Fh CTSL1 inh: 5.3; Efflux pump mplx: 0.1; PP1 counter: 11.9; proCasp7 act: 3.0; procasp3 activ: 4.6; PP5 inh: 0.3

What do the screens show for `CN1CCN(CCOC2Cc3ccccc3Sc3ccc(Cl)cc32)CC1` (stereo unspecified)?
TPT1 inh: 1.1; core dimer inh: -16.6; GASC-1 inh: 7.1; Fh CTSL1 inh: 0.7; Efflux pump mplx: 0.1; PP1 counter: 6.0; proCasp7 act: 3.8; procasp3 activ: 6.8; PP5 inh: 2.2

What do the screens show for `Cc1ccc(-c2cc(C(F)F)n3ncc(C(=O)Nc4ccc(S(=O)(=O)Nc5ccccc5C)cc4)c3n2)cc1`?
TPT1 inh: -4.0; core dimer inh: -0.4; GASC-1 inh: 2.1; Fh CTSL1 inh: -4.6; Efflux pump mplx: 0.3; PP1 counter: -4.1; proCasp7 act: 2.2; procasp3 activ: 0.0; PP5 inh: -3.0

What do the screens show for `CCN(C[C@H]1N[C@@](CC)(C(=O)OC)[C@H]2C(=O)N(C)C(=O)[C@@H]12)C(=O)Nc1ccc(F)cc1`?
GASC-1 inh: -0.4; Efflux pump mplx: -0.2; proCasp7 act: 3.0; procasp3 activ: 1.2

Results for Cc1cccc(/C(N)=N/OC(=O)c2ccc(Br)o2)c1 ?
TPT1 inh: -3.9; core dimer inh: 6.0; GASC-1 inh: 5.5; Fh CTSL1 inh: -11.3; Efflux pump mplx: -0.2; PP1 counter: -1.3; proCasp7 act: 1.0; procasp3 activ: -0.8; PP5 inh: -1.4

What do the screens show for `COCCCN(C(=S)Nc1cccc(Cl)c1)C(C)c1ccncc1` (stereo unspecified)?
TPT1 inh: 0.6; core dimer inh: 5.9; GASC-1 inh: -1.4; Fh CTSL1 inh: 1.2; Efflux pump mplx: -0.1; PP1 counter: -4.3; proCasp7 act: -1.3; procasp3 activ: 4.0; PP5 inh: 2.4

How did CCCNC(=O)NC1CCCc2ccccc21 (stereo unspecified) do in these assays?
TPT1 inh: -1.6; core dimer inh: 4.4; GASC-1 inh: 9.0; Fh CTSL1 inh: -0.4; Efflux pump mplx: -0.1; PP1 counter: 0.6; proCasp7 act: 2.9; procasp3 activ: -0.1; PP5 inh: 1.0

What do the screens show for `O=C(NCCc1ccccc1)[C@@H]1CC=C[C@@H]2CCN(Cc3ccc(Cl)c(Cl)c3)C(=O)[C@@H]21`?
TPT1 inh: -0.7; core dimer inh: 7.2; GASC-1 inh: -10.6; Fh CTSL1 inh: -0.4; Efflux pump mplx: 0.2; PP1 counter: 0.1; proCasp7 act: -10.7; procasp3 activ: 7.0; PP5 inh: 1.1

What do the screens show for `Cc1ccc(-c2nc3ccccc3s2)cc1NC(=O)c1cc(-n2cnnc2)ccc1Cl`?
TPT1 inh: 5.7; core dimer inh: 4.5; GASC-1 inh: -2.3; Fh CTSL1 inh: -3.1; Efflux pump mplx: 0.1; PP1 counter: -2.5; proCasp7 act: -4.8; procasp3 activ: 0.4; PP5 inh: 3.1

How did COc1ncnc2c1oc1nc(CC(C)C)c3c(c12)CC(C)(C)OC3 do in these assays?
TPT1 inh: -2.5; core dimer inh: 1.3; GASC-1 inh: 3.0; Fh CTSL1 inh: 4.2; Efflux pump mplx: -0.1; PP1 counter: -3.4; proCasp7 act: 5.5; procasp3 activ: -4.2; PP5 inh: 1.4

What do the screens show for `CC1=NN2C(=N)/C(=C\c3cc(C)n(-c4ccccc4)c3C)C(=O)N=C2S1`?
TPT1 inh: 1.5; core dimer inh: 12.1; GASC-1 inh: inconclusive; Fh CTSL1 inh: 1.0; Efflux pump mplx: -0.2; PP1 counter: -2.6; proCasp7 act: -2.1; procasp3 activ: 4.0; PP5 inh: 0.7

What do the screens show for `O=C(CCC(=O)c1cccs1)NNC(=O)c1ccccc1O`?
TPT1 inh: 3.5; core dimer inh: 1.9; GASC-1 inh: 14.6; Fh CTSL1 inh: -8.5; Efflux pump mplx: 0.2; PP1 counter: 0.3; proCasp7 act: -0.5; procasp3 activ: -1.1; PP5 inh: -1.3

Results for CCCN(C(=O)Cn1ncc2c(=O)oc3ccccc3c21)c1cccc(C)c1 ?
TPT1 inh: -3.4; core dimer inh: 9.3; GASC-1 inh: 0.4; Fh CTSL1 inh: 1.7; Efflux pump mplx: 0.4; PP1 counter: 2.0; proCasp7 act: 10.8; procasp3 activ: 4.7; PP5 inh: 3.5

Results for CCCc1nnc(SCCSc2nnc(CCC)n2N)n1N ?
TPT1 inh: -2.3; core dimer inh: -1.9; GASC-1 inh: 10.7; Fh CTSL1 inh: -3.1; Efflux pump mplx: 0.0; PP1 counter: -4.1; proCasp7 act: -6.9; procasp3 activ: 6.5; PP5 inh: 5.6

What do the screens show for `CCc1ccc(C(=O)NN=C2CCCCCC2)s1`?
TPT1 inh: 3.0; core dimer inh: -20.9; GASC-1 inh: -11.7; Fh CTSL1 inh: 1.1; Efflux pump mplx: 0.0; PP1 counter: -1.2; proCasp7 act: -3.6; procasp3 activ: -2.6; PP5 inh: 4.9

How did COc1ccc(CN(C)C(=O)Cn2ccsc2=N)cc1OC do in these assays?
TPT1 inh: -0.7; core dimer inh: -1.0; GASC-1 inh: 3.6; Fh CTSL1 inh: -1.9; Efflux pump mplx: 0.3; PP1 counter: -1.9; proCasp7 act: 5.0; procasp3 activ: 6.8; PP5 inh: 1.0

Results for COc1ccc(C(=O)N2CCCC(c3nc(-c4ccc(C)o4)no3)C2)cc1OC (stereo unspecified) ?
TPT1 inh: -0.6; core dimer inh: 9.1; GASC-1 inh: 11.2; Fh CTSL1 inh: 3.7; Efflux pump mplx: -0.1; PP1 counter: -2.4; proCasp7 act: -6.7; procasp3 activ: 6.1; PP5 inh: -1.0

Results for CCOc1ccc(CN2C(=O)c3ccccc3C2=O)cc1C(=O)Nc1nnc(SCC)s1 ?
TPT1 inh: -1.4; core dimer inh: 4.9; GASC-1 inh: 2.1; Fh CTSL1 inh: -5.3; Efflux pump mplx: -0.1; PP1 counter: -0.2; proCasp7 act: 8.6; procasp3 activ: 5.8; PP5 inh: 0.8

What do the screens show for `Cn1c(-c2ccc(CN3CCCCC3)o2)nc2ccccc21`?
TPT1 inh: 7.4; core dimer inh: 0.9; GASC-1 inh: -1.2; Fh CTSL1 inh: -2.4; Efflux pump mplx: -0.1; PP1 counter: 0.1; proCasp7 act: -2.2; procasp3 activ: 10.1; PP5 inh: 0.7

Results for CCC(=O)N/N=C(\C)CC(=O)Nc1ccc(Cl)cc1 ?
TPT1 inh: -3.2; core dimer inh: -3.4; GASC-1 inh: -5.3; Fh CTSL1 inh: -1.8; Efflux pump mplx: 0.0; PP1 counter: -3.2; proCasp7 act: 4.1; procasp3 activ: -7.8; PP5 inh: 3.8

Results for COc1cc2c(cc1OC)C(c1cc3cc4c(cc3[nH]c1=O)OCO4)N(C(=O)C1CC1)CC2 (stereo unspecified) ?
TPT1 inh: 5.5; core dimer inh: -2.6; GASC-1 inh: -4.1; Fh CTSL1 inh: -0.6; Efflux pump mplx: 0.1; PP1 counter: -1.7; proCasp7 act: -8.6; procasp3 activ: 6.8; PP5 inh: 1.4

Results for CCCC(=O)Nc1ccc(N2CCCCC2)cc1 ?
TPT1 inh: -0.5; core dimer inh: -6.8; GASC-1 inh: -0.1; Fh CTSL1 inh: -2.7; Efflux pump mplx: 0.0; PP1 counter: -3.7; proCasp7 act: 10.5; procasp3 activ: 0.1; PP5 inh: 0.6

Results for Cc1ccc(NCCc2ccc(C)nc2)cc1 ?
TPT1 inh: -1.4; core dimer inh: -4.9; GASC-1 inh: 5.6; Fh CTSL1 inh: -0.9; Efflux pump mplx: 0.0; PP1 counter: -5.5; proCasp7 act: 3.8; procasp3 activ: -4.3; PP5 inh: 0.7

How did O=C(CCN1C(=O)C2CC=CCC2C1=O)NC1CCCCC1 (stereo unspecified) do in these assays?
TPT1 inh: -1.3; core dimer inh: -0.2; GASC-1 inh: -5.2; Fh CTSL1 inh: 1.5; Efflux pump mplx: 0.0; PP1 counter: -4.8; proCasp7 act: -7.8; procasp3 activ: -3.3; PP5 inh: -1.8

How did COc1ccc(CN2C(=S)NC(C)(C)CC2(C)O)cc1 (stereo unspecified) do in these assays?
TPT1 inh: 0.9; core dimer inh: -1.9; GASC-1 inh: -3.3; Fh CTSL1 inh: -4.4; Efflux pump mplx: 0.1; PP1 counter: -4.5; proCasp7 act: 2.5; procasp3 activ: -1.5; PP5 inh: -1.0

Bioassay records deposited in PubChem BioAssay by several laboratories.
